K1F lysis inhibition – protection from phage-mediated lysis, alamar blue read-out – E. coli UTI89, K1F phage, bacterial capsule biogenesis inhibitors (AID 488966); actives 0.02% (n = 340,000); inhibition, % at 100 µM, or IC50 in µM where a hit was titrated; E. coli UTI89 K1F phage lysis, alamar blue, 2 h; higher % means a stronger effect;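 active = phage lysis inhibition, versus mean bacterial control, above a set limit; inconclusive = no clear call, values can overlap the other calls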;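 note: capsule biogenesis inhibitors block K1F phage lysis so surviving cells raise fluorescence; higher fluorescence means more inhibition of phage lysis; actives were called in the ten point dose series up to 300 µM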
Dengue-2 NS5 capping – Dengue-2 NS5 methyltransferase inhibitors, primary screen, biochemical, confirmation dose response (AID 588689); actives 0.3% (n = 340,000); inhibition, % at 25 µM; hits with a dose series show IC50 in µM; Dengue-2 NS5 methyltransferase capping enzyme assay, biochemical; higher % means a stronger effect; in the data active = a potency from the dose series; inconclusive = inhibition above about 29% without an active follow-up result
Dengue-2 NS5 capping pilot replicate – second read-out of Dengue-2 NS5 capping, no call of its own (marks repeat the call); inhibition, %; measured here: pilot screen replicate inhibition
The depositor's hits bear a star; ? = inconclusive; [ ] = remark or other dose. These rows are one share of the data (hit frequency here may not be typical).

SMILES | K1F lysis inhibition | Dengue-2 NS5 capping | others
CCOc1ccc(C(=O)NCC(=O)OCC(=O)N(C)CC(=O)Nc2ccccc2CC)cc1OCC | 1.0%[50 µM] | -7.6%
CC(=O)Nc1ccc2c(c1)C(=O)c1cccc(C(=O)O)c1-2 | -0.7% | -0.8%
CC(C)(C)OC(=O)N1CCCC(C(=O)Nc2cccc(C(=O)NCCc3ccccc3)c2)C1 (stereo not given) | 0.1% | -11.7%
O=C(Cc1cccc(NC(=O)C2CCN(C(=O)C3CC3)CC2)c1)Nc1cccc(C(=O)N2CCCCC2)c1 | -0.1% | -8.9% | Dengue-2 NS5 capping pilot replicate=-3.3
CN(C(=O)c1ccc(NC(=O)Cc2ccc(NC(=O)C3CCCN(C(=O)C4CCCCC4)C3)cc2)cc1)C1CCCC1 (stereo not given) | 0.2% | -1.3% | Dengue-2 NS5 capping pilot replicate=-6.7
CN(C(=O)c1ccc(NC(=O)Cc2cccc(NC(=O)C3CCN(C(=O)C4CC4)CC3)c2)cc1)C1CC1 | 0.1% | 2.0% | Dengue-2 NS5 capping pilot replicate=0.3
Cc1ccc2sc(C)cc(=O)c2c1 | 2.9% | -0.8%
C=C(c1ccc2nc(NC(=O)OC)[nH]c2c1)c1cccs1 | 0.2% | 4.6%
CCN1C[C@@H]2[C@@H]3C(=O)N(C)C(=O)[C@@H]3[C@](CC)(C1=O)N2C(=O)c1ccccc1 | 1.1% | -5.6%
O=C(Nc1ccc2c(c1)C(=O)c1ccccc1-2)c1ccccc1 | 3.0% | -0.4%
C#CCOCCOCCOCCNc1nc(N2CCN(C(=O)Cn3cc(CCO)nn3)CC2)nc(N2CCN(C(=O)[C@H]([C@@H](C)CC)n3cc(CCCN=C(N)N)nn3)CC2)n1 | 0.2% | 4.0%
Cc1cccc(C(=O)N(C(=O)c2cccc(C)c2)N(C)C)c1 | 1.5% | -3.2%
COC1=NC2=NCCN2C(OC)=N1 | 2.7% | -4.3%
CCN1CCN(c2ccc(S(=O)(=O)N3CCCCC3)cc2NC(=O)/C=C/c2ccc(Cl)cc2)CC1 | -0.8%[50 µM] | -12.1%
COc1ccc(C(=O)N2CCN(S(=O)(=O)c3ccc(C)cc3C)CC2)cc1S(=O)(=O)N1CCOCC1 | 0.2%[50 µM] | -6.2%
COc1cc(OC)c(C(=O)OCC(=O)Nc2cccc(S(=O)(=O)NC3=NCCCCC3)c2)cc1OC | 0.4%[50 µM] | -3.8%
O=c1[nH]cnc2c1ncn2C1OCC(O)C(O)C1O (stereo not given) | 7.5% | 1.4%
Cc1onc(-c2c(F)cccc2Cl)c1C(=O)OCC(=O)Nc1cccc(S(=O)(=O)N(C)C)c1 | 1.1%[50 µM] | 1.1%
CCN(c1ccccc1)S(=O)(=O)c1ccc(Oc2ccccc2)c(N)c1 | -4.5% | 4.7%
O=C(Nc1ccc(OC(F)F)cc1)c1cc(S(=O)(=O)N2CCOCC2)ccc1N1CCCC1 | 0.6%[50 µM] | -6.9%
CC(=O)Nc1ccc(C(=O)Nc2cc(S(=O)(=O)N3CCOCC3)ccc2N2CCOCC2)cc1 | 0.1%[50 µM] | -5.5%
Cc1cccn2c(=O)c3cc(C(=O)NCc4ccccc4)c(=N)n(CCCN4CCOCC4)c3nc12 | -0.2% | -7.4%
CN(C(=O)c1cccc(NC(=O)Cc2ccc(NC(=O)C3CCCN(C(=O)C4CCCC4)C3)cc2)c1)C1CCCCC1 (stereo not given) | 0.8% | -5.3% | Dengue-2 NS5 capping pilot replicate=1.5
Cc1cc(O)cc2c1C1CCC3(C)C(=O)CCC3C1C=C2 (stereo not given) | -3.3% | -4.8%
N#Cc1ccc(CCc2ccccc2)[nH]c1=O | -3.6% | 0.8%

Later entries
SMILES | K1F lysis inhibition | Dengue-2 NS5 capping | others
CN(CCOc1ccc(Cl)cc1)C(=O)c1cccc(S(=O)(=O)N2CCN(c3ccccc3)CC2)c1 | 0.1%[50 µM] | -3.7%
COc1cc([N+](=O)[O-])ccc1-c1ccc(/C=C2\C(=O)ON=C2c2ccccc2)o1 | 0.1% | 30.1%
COc1cc(C2c3cc4c(cc3CC3COC(=O)N32)OCO4)cc(OC)c1OC (stereo not given) | 3.8% | -11.6%
CCC1C(c2ccccc2)=CCC(C(=O)O)C1C (stereo not given) | -3.0% | -2.7%
CCOC(=O)C1CC(CN2C(=O)c3ccccc3C2=O)OC1=O (stereo not given) | 5.8% | -3.9%
COc1cccc(NC(=O)CN(C)C(=O)c2ccc(NC(=O)CC3SC(N4CCCC4)=NC3=O)cc2)c1 (stereo not given) | 0.4%[50 µM] | -6.7%
Cc1cc2c(cc(C(=O)OC(C)C(=O)NCc3ccc(F)cc3)n2C)o1 (stereo not given) | -0.4% | -0.7%
Cc1cn(CC(=O)NCc2ccc3c(c2)OCO3)c(=O)[nH]c1=O | 0.0% | 1.3%
COC1CCC2(C)C(=CCC3C4CC(O)CC4(C)CCC32)C1 (stereo not given) | 1.9% | -8.2%
Cc1ccc2c(C)nc(Nc3nc(CSc4nc5ccccc5s4)cc(=O)[nH]3)nc2c1 | -0.1% | 0.8%
CCC(=O)Nc1cc2c(cc1Cl)-c1ccccc1C2 | 1.1% | 0.8%
C#CCOCCOCCOCCNc1nc(N2CCN(C(=O)[C@H](C)n3cc(CCC(=O)O)nn3)CC2)nc(N2CCN(C(=O)[C@H](Cc3ccc(O)cc3)n3cc(CCO)nn3)CC2)n1 | 0.7% | 0.0%
Cc1ccc2c(CSc3nc4ccccc4c(=O)n3CCCO)cc(=O)oc2c1 | 0.4% | 0.0%
O=C(Nc1cccc(C(=O)NC2CC2)c1)c1ccccc1 | 0.0% | 0.0%
CC(C)C[C@@H](CN)NC(=O)c1nc[nH]c1C(=O)N[C@@H](Cc1ccccc1)C(=O)CNC[C@H](C)NC(=O)c1nc[nH]c1C(=O)N[C@@H](C)C(=O)O | 0.1% | 2.0% | Dengue-2 NS5 capping pilot replicate=-0.6
COc1ccc(Cl)cc1S(=O)(=O)NC(C)C(=O)NCCN1CCOCC1 (stereo not given) | -0.2% | 4.3%
O=C1CCC[C@@H]2Cc3nc4ccc(O)cc4cc3[C@@H]3CCN1[C@H]23 | 0.8% | 4.0%
Oc1[nH]c2ccccc2c1N=Nc1ccccc1Cl | 0.5% | ?
OCC(O)C1OCOC(C(O)CO)C1O (stereo not given) | -1.4% | 3.9%
CCc1ccccc1N=Cc1c(C)c(C#N)c2[nH]c3ccccc3n2c1=O | -0.1% | ?
Cn1c(=O)c2[nH]c(=O)[nH]c2n(C)c1=O | -2.5% | 3.6%
COc1cccc(C2c3cc4c(cc3OC(N3CCOCC3)C2C)OCO4)c1O (stereo not given) | -3.1% | -1.5%
COC(=O)c1cc2c(n(Cc3ccccc3)c1=O)CCCC2=O | 0.2% | -3.0% | Dengue-2 NS5 capping pilot replicate=0.9
CCc1nnc(NC(=O)[C@@H](NS(=O)(=O)c2ccc3c(c2)OCCO3)C(C)C)s1 | -1.3% | 10.1%
CC(COc1ccccc1)OC(=O)Nc1ccccc1 (stereo not given) | -0.9% | -0.8%

Continued.
SMILES | K1F lysis inhibition | Dengue-2 NS5 capping | others
CCOC(=O)N1CCN(C(=O)c2cccc(S(=O)(=O)Nc3ccc(F)cc3)c2)CC1 | 0.9%[50 µM] | -1.4%
Cc1c(C(=O)c2ccc3c(c2)OCO3)ccc2c1OCO2 | -0.7% | -6.5%
CCCCNCCS(=O)(=O)NCc1ccccc1OC | -0.3% | 3.9%
CN1CCC(C(=O)C(=O)O)C1=O (stereo not given) | -1.3% | 2.3%
O=C1C(=Cc2ccco2)CCCC1=Cc1ccco1 | -1.5% | -22.5%
O=c1[nH]c2cc(Cl)c(Cl)cc2o1 | -1.1% | -3.2%
OCC1OC(n2ccc3c(SCc4ccccc4)ncnc32)C(O)C1O (stereo not given) | -1.0% | -3.2%
CC1(C)CCC(=NNC(N)=S)CC1 | 0.4% | -2.4%
COc1ccc(OC)c(Cc2cnc3nc(N)nc(N)c3c2C)c1 | -0.8% | -6.5%
CCN(CC)CCCC(C)Nc1nccc2cccc(Cl)c12 (stereo not given) | 2.1% | 2.3%
OC1COCOC1C(O)C1OCOCC1O (stereo not given) | -2.9% | -3.1%
O=C(CC1CCCC1)N1CCN(S(=O)(=O)c2cccc(F)c2)CC1 | 0.6%[50 µM] | -8.7%
O=C(Cc1ccccc1)c1ccc(O)cc1 | 1.7% | 5.0%
O=C(NC1CCCCCCC1O)c1ccccc1 (stereo not given) | -0.8% | -8.1%
CC(C)C[C@H]1CN([C@@H](CC(C)C)CN2CCC[C@@H]2CN2C(=O)C(=O)NC[C@@H]2Cc2ccccc2)C(=O)C(=O)N1CC1CCCCC1 | 0.3% | -3.3% | Dengue-2 NS5 capping pilot replicate=0.9
CC1(C)CC(=O)C2=C(C1)N(c1ccccc1)C(=O)C(C(=O)OCc1ccccc1)C2 (stereo not given) | 0.1% | -9.9% | Dengue-2 NS5 capping pilot replicate=-5.8
C[C@@H]1NS(=O)(=O)c2cc(Cl)ccc2O[C@@H]1c1ccccc1 | 0.3% | -9.6% | Dengue-2 NS5 capping pilot replicate=3.6
CC(C)C[C@@H](CN)NC(=O)c1nc[nH]c1C(=O)N[C@@H](C)C(=O)CNC[C@H](C)NC(=O)c1nc[nH]c1C(=O)N[C@@H](C)C(=O)O | 0.9% | 6.6% | Dengue-2 NS5 capping pilot replicate=0.3
COc1ccc(C2C(C)C(=O)C(C)C(c3ccc(OC)cc3)N2N=O)cc1 (stereo not given) | 2.2% | -4.0%
Cc1cc(C)cc(-c2nnc(SCC(=O)NCC3CCCO3)o2)c1 (stereo not given) | -1.1% | -0.7%
CCN1C(=O)CC(SC2CC(=O)N(CC)C2=O)C1=O (stereo not given) | -1.0% | -5.7%
COc1cc2c(c(NC(C)=O)c1)N(C(C)=O)CCC2 | -0.9% | 0.8%
COc1cc(C(=O)OCc2csc(CC(=O)Nc3cc(C)ccc3C)n2)ccc1OC(F)F | -0.2% | -4.3%
CN(C)CC1(C)Cc2ccsc2C1O (stereo not given) | 2.4% | -9.7%
O=C(NCCCCc1ccccc1)c1cccc(NC(=O)C2CC2)c1 | 0.2% | -1.3%

Structures shown so far that have a COOH group:
SMILES | K1F lysis inhibition | Dengue-2 NS5 capping | others
CC(=O)Nc1ccc2c(c1)C(=O)c1cccc(C(=O)O)c1-2 | -0.7% | -0.8%
CCC1C(c2ccccc2)=CCC(C(=O)O)C1C (stereo not given) | -3.0% | -2.7%
C#CCOCCOCCOCCNc1nc(N2CCN(C(=O)[C@H](C)n3cc(CCC(=O)O)nn3)CC2)nc(N2CCN(C(=O)[C@H](Cc3ccc(O)cc3)n3cc(CCO)nn3)CC2)n1 | 0.7% | 0.0%
CC(C)C[C@@H](CN)NC(=O)c1nc[nH]c1C(=O)N[C@@H](Cc1ccccc1)C(=O)CNC[C@H](C)NC(=O)c1nc[nH]c1C(=O)N[C@@H](C)C(=O)O | 0.1% | 2.0% | Dengue-2 NS5 capping pilot replicate=-0.6
CN1CCC(C(=O)C(=O)O)C1=O (stereo not given) | -1.3% | 2.3%
CC(C)C[C@@H](CN)NC(=O)c1nc[nH]c1C(=O)N[C@@H](C)C(=O)CNC[C@H](C)NC(=O)c1nc[nH]c1C(=O)N[C@@H](C)C(=O)O | 0.9% | 6.6% | Dengue-2 NS5 capping pilot replicate=0.3

(list continues)
SMILES | K1F lysis inhibition | Dengue-2 NS5 capping | others
O=C(O)C1CCC(C(=O)O)SS1 (stereo not given) | -2.1% | -7.0%
O=C(NCC(c1cccs1)N1CCOCC1)C1CCN(S(=O)(=O)c2cc(Cl)ccc2Cl)CC1 (stereo not given) | 0.1%[50 µM] | -5.5%
CC(C)(C)OC(=O)N1CCC(C(=O)Nc2cccc(C(=O)NC3CC3)c2)CC1 | 0.0% | -2.6%
COc1cc(C2C3=C(COC3=O)Oc3cc4c(cc32)OCO4)cc(OC)c1OC (stereo not given) | 2.4% | -3.9%
N#Cc1ccc(N)cc1OCCCN1CCCCC1 | 1.4% | 8.0%
CC(=O)c1ccc(S(=O)(=O)N(C)CC(=O)Nc2cccc(S(=O)(=O)N3CCCC3)c2)cc1 | 0.6%[50 µM] | -2.2%
O=C(NC1CC1)c1ccc(NC(=O)C2CCC2)cc1 | -0.1% | 3.9%
O=S(=O)(O)c1cc(Cl)cc(N=Nc2ccc(O)cc2O)c1O | 0.0% | 58.3µM*
Nc1[nH][nH]c(=O)c1N=Nc1ccccc1 | 1.3% | 0.8%
CC(=O)NC1=CC(=C[N+](=O)[O-])C=C1O | 1.3% | -2.7%
O=C(O)c1ccccc1C(=O)OC1CCCC2CCCC21 (stereo not given) | 1.6% | 3.1%
COc1cc2c(cc1OC)C1c3ccc(OC)c(OC)c3OCC1(O)C2 (stereo not given) | -1.9% | 3.2%

Three compounds picked at random from the list so far, as already listed:
SMILES | K1F lysis inhibition | Dengue-2 NS5 capping | others
O=C(Cc1cccc(NC(=O)C2CCN(C(=O)C3CC3)CC2)c1)Nc1cccc(C(=O)N2CCCCC2)c1 | -0.1% | -8.9% | Dengue-2 NS5 capping pilot replicate=-3.3
CC(=O)Nc1ccc(C(=O)Nc2cc(S(=O)(=O)N3CCOCC3)ccc2N2CCOCC2)cc1 | 0.1%[50 µM] | -5.5%
Cc1cc(O)cc2c1C1CCC3(C)C(=O)CCC3C1C=C2 (stereo not given) | -3.3% | -4.8%

Assay outcomes (PubChem)
